# Screening results from PubChem BioAssay.
# Diaphorase act = activates diaphorase or chemically reduces, flagging diaphorase assay artifacts; Diaphorase/resazurin coupled assay, resorufin fluorescence, 16 min; hits give high values; 1 = vehicle wells, 0 = NADH-free wells; activation factor at 20 µM; AID 1229; hit rate 0.005% among 190,000;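 active means diaphorase activity raised at least twofold by the compound at 20 µM; inactive means activation factor below 2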
#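 Material: purified diaphorase enzyme from Clostridium kluyveri; Also added: 0.114 mM NADH and 0.1 mM resazurin, final amounts; Doses: single compound dose of 20 µM, 1% DMSO final; Times: 16 min enzyme reaction, ambient temperature; Detection: resorufin fluorescence, excitation 544 nm, emission 590 nm; Measure: increased resorufin signal from activators or reducing compounds.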
# TLR4-MyD88 BLA = TLR4-MyD88 interaction inhibition in cells. O00206+Q99836. HeLa CL3-4 TLR4/MyD88 BLA complementation, FRET ratio. inhibition, % at 8.4 µM. hit rate 0.18% among 200,000. AID 861; in the data active means inhibition above about 25%;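 further: 0% = vehicle and 100% = reference inhibitor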
# S1P3 antagonist = S1P3 (human) receptor antagonism; AID 485; hit rate 0.27% among 170,000; inhibition, % at 4.98 µM; Q99500; CHO S1P3 NFAT-BLA reporter, FRET fluorescence, antagonist mode;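 active means inhibition above the plate cutoff, the mean inhibition of test wells on that plate plus 3 SD, cut at about 28% in these data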;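 further: cells challenged with S1P at its EC80 of 0.8 µM; blue over green emission ratio from cleaved BLA substrate after 4 h stimulation; 0% = S1P-stimulated wells and 100% = unstimulated DMSO-only wells; some compounds past the cut are filed as inactive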
# Target sequence (Q99500 whole entry, looked up): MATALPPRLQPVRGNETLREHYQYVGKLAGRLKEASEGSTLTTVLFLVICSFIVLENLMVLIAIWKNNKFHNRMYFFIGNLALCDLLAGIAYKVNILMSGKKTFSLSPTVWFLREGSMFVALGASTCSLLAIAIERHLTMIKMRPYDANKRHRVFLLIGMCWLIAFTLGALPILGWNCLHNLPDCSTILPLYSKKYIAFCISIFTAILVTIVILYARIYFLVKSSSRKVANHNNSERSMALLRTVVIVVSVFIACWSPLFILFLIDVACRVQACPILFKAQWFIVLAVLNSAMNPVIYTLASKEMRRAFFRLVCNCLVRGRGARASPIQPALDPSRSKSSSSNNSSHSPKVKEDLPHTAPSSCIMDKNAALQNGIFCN
# PMI act satM6P = increases human PMI activity with near-saturating mannose 6-phosphate; coupled PMI enzyme assay, resazurin fluorescence, 20 min; hits give high values; 1 = untreated enzyme, 0 = substrate-free blank; activation factor at 20 µM; hit rate 0.34% among 190,000;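 active means activation factor of 2 or more at 20 µM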
# Target sequence (P34949 whole entry, looked up): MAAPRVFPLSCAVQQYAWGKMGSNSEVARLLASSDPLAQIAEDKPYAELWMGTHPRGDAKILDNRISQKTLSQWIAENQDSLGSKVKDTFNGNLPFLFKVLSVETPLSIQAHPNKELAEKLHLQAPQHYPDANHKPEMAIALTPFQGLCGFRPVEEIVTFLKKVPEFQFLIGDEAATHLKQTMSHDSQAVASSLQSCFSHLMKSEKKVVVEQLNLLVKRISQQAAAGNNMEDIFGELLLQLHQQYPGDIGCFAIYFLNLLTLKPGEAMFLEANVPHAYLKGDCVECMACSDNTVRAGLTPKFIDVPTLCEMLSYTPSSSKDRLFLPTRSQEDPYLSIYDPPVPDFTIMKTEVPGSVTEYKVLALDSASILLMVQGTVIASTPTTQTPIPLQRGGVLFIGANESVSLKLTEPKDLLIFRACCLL
#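 Material: human phosphomannose isomerase with PGI, G6PDH, diaphorase coupling enzymes / Reagent: Man-6-P substrate 1.0 mM / Dosing: single compound dose of 20 µM, 1% DMSO final / Incubation: enzyme reaction with compound 20 min at room temperature / Signal: resorufin fluorescence (Ex 544/Em 590 nm) from resazurin via diaphorase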
# PMI act = phosphomannose isomerase (human) activation; P34949; purified human PMI, coupled resazurin fluorescence, 20 min; hits give high values; 1 = vehicle control, 0 substrate-free wells; activation factor at 20 µM; hit rate 0.005% among 190,000;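 active means activation factor of 2 or more at 20 µM, relative to plate controls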
# G6PDH counter = L. mesenteroides G6PDH inhibition counter-screen. Purified L. mesenteroides G6PDH, diaphorase/resazurin coupled fluorescence, 45 min. inhibition, % at 5 µM. hit rate 0.12% among 200,000. AID 1020
# Hsp70 activator = Hsp70 transcriptional activation, primary screen; activation, % at 10 µM; HeLa Hsp70 promoter luciferase reporter, luminescence; scaled: vehicle 0, proteasome-inhibitor control 100%; hit rate 0.04% among 200,000; AID 1203;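 active means activation above the mean across all tested compounds plus 3 SD, cutoff set per campaign, cut at about 5.5% in these data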;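 further: 100% = MG132 at 30 µM as the positive control and 0% = DMSO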
# Redox H2O2 prof = compounds producing H2O2 with reducing agent – biochemical, NIH compound library profiling, artefact control for MLSCN library redox annotation, primary screen. DTT-dependent redox cycling H2O2, phenol red/HRP absorbance; 100% = 100 µM peroxide control, 0% = buffer. activation, % at 10 µM. hit rate 0.03% among 200,000. AID 878;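 active means activation of at least 50% relative to the plate's high and low controls in the primary single-dose screen; inactive means activation below 50%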;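 further: compound incubated with DTT at 0.8 mM final as the reducing agent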
# Diaph inh CS = inhibits diaphorase or chemically oxidizes, flagging diaphorase assay artifacts; hit rate 0.69% among 190,000; AID 1217; inhibition, % at 20 µM; diaphorase resazurin-to-resorufin fluorescence, NADH, 16 min; bacterial (C. kluyveri) enzyme, not human;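 active means primary screen inhibition at 20 µM above a set limit, cut at about 50% in these data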;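 further: plate controls were DMSO with full reaction for no effect and wells lacking NADH for full effect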
#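 System: Bacterial diaphorase enzyme (C. kluyveri) | Incubation: 16-min room-temperature incubation before reading | Benchmarks: No-NADH positive control and DMSO neutral control | Measured by: Resorufin fluorescence 544/590 nm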
# Lmaj promast = Leishmania major promastigote growth inhibition. Leishmania major promastigotes, resazurin fluorescence viability. inhibition, % at 10 µM. hit rate 9% among 200,000. AID 1063;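 further: promastigotes grown with compound for 44 hours at 28 °C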
# RAM inhibit = yeast RAM network inhibition | S. cerevisiae dse1pr::URA3 reporter, 5-FOA growth OD615, 2 d; analog-sensitive cbk1-as2 kinase mutant strain | inhibition, % at 50 µM | hit rate 1.8% among 190,000;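 active means inhibition above a set limit, 3 SD over mean compound inhibition, cut at about 8.4% in these data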;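 further: 0% = DMSO-only wells with no growth and 100% = 10 µM 1-NA-PP1 full growth; inhibition rescues growth on 5-FOA so higher OD means more RAM inhibition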
# An asterisk follows results filed as active; . = not tested or not shown. Unless noted, no stated cut-off is given here; in the data, active means inhibition above about 50%; inactive means the rest.
SMILES,PMI act satM6P,PMI act,Redox H2O2 prof,Lmaj promast,Diaph inh CS,Hsp70 activator,S1P3 antagonist,G6PDH counter,Diaphorase act,RAM inhibit,TLR4-MyD88 BLA
COc1ccc(NC(=O)CSc2nnc(CNc3ccc(F)cc3)o2)c(OC)c1,0.9,0.9,1.2,-3,14,0.0,-24,2,0.9,3.6,1
O=C(NC(Cc1c[nH]c2ccccc12)C(=O)Nc1ccc(F)c([N+](=O)[O-])c1)c1cccs1 (stereo not drawn),0.9,0.8,0.9,65*,19,-0.3,-9,-21,0.8,1.9,7
CC1=Nn2c(nnc2-c2cc(-c3ccccc3)n[nH]2)SC1,1,1,2.2,23,7,-0.2,0,0,0.9,0.9,2
CC(=O)NCc1ccc(S(=O)(=O)N/N=C/c2ccccc2)cc1,1,1.2,0.0,-1,14,-0.3,-15,-11,0.9,0.7,-10
CCOc1ccc(-c2csc(NC(=O)c3ccc(S(=O)(=O)N4CCc5ccccc5C4)cc3)n2)cc1,1,0.9,0.0,5,8,-0.4,17,21,0.9,6.2,-6
Cc1ccc(C)c(NS(=O)(=O)c2ccc(OCC(=O)NCc3ccccn3)cc2)c1,1.1,1,0.2,8,16,-0.3,-21,12,0.8,2.1,9
COc1cc(CO)cc(-c2cc(CO)cc(OC)c2OC)c1OC,0.9,0.9,16,-3,10,-0.1,-9,-12,0.9,0.5,-9
NC(=NCCc1c[nH]c2ccccc12)NC(=O)c1ccc(Cl)cc1,0.9,0.8,-0.8,60*,20,-0.2,-2,21,0.8,2.1,-2
COc1ccc(NC(=O)NCCc2ccc(Cl)cc2)cc1OC,1.1,1,-1.5,7,5,0.0,2,0,0.9,3.9,0
Cc1cc(C)n(CC(C)O)c(=O)c1C#N (stereo not drawn),0.9,1,2.0,-4,7,-0.2,.,-3,0.9,1.0,9
c1nc(N2CCC3(CC2)OCCO3)c2[nH]cnc2n1,1,1,0.4,12,8,-0.4,-4,2,0.9,0.7,-7
COc1ccc(Nc2nnc(Cc3ccccc3)c(=O)[nH]2)c(OC)c1,0.8,1,0.2,-3,-1,-0.1,.,10,1,1.5,-2
O=C(COC(=O)c1cc(-c2cccs2)nc2ccccc12)NC1CCS(=O)(=O)C1 (stereo not drawn),1.1,1.1,-0.9,-5,9,-0.1,-16,-1,0.9,1.0,-22
COc1cccc(C(=O)NCCCn2ccnc2)c1,0.9,1,-0.6,2,1,0.1,-26,1,1,0.9,7
Cn1c(=O)c(C(=O)CN2CCCCCC2)c(N)n(Cc2ccccc2)c1=O,1,1,-0.5,13,-11,-0.1,-4,-1,1.1,0.0,-3
CCOC(=O)CCP(=O)(O)C(O)c1ccccc1 (stereo not drawn),1.1,1.1,2.4,-6,5,-0.2,.,16,1,-0.3,2
CCCCNC(=O)COC(=O)c1cc(Br)ccc1Cl,1,1,0.4,-6,0,-0.1,-3,-9,1,0.0,0
O=C1CCCCC1Sc1nnc(Nc2ccccc2)s1 (stereo not drawn),1,1,-1.7,26,4,0.2,-10,8,1,1.8,-1
C/C(=N\NC(=O)c1c(Br)c(C)nn1C)c1cccc(NC(=O)c2ccccc2F)c1,1,1.1,-0.4,-9,-19,-0.2,5,7,1.2,4.0,-12
COc1ccccc1NC(=S)NCc1cccs1,1,1,0.0,-2,11,-0.3,-4,0,0.9,0.0,0
CCC/C=N/NC(=O)c1ccc(F)cc1,1,1,-0.9,-5,-4,-0.1,2,0,1,0.1,4
CCOC(=O)c1cnc(Nc2nc3ccccc3o2)nc1CN1CCN(C)CC1,1.6,1.4,0.3,76*,9,-0.5,.,21,0.9,1.3,-10
O=C(CN1C(=O)C2CC=CCC2C1=O)OCCN1C(=O)c2ccccc2C1=O (stereo not drawn),0.9,0.9,2.2,4,13,-0.1,-20,-6,0.9,1.5,1
O=Cc1cnc(N2CCN(c3ccccc3)CC2)s1,0.8,0.8,-1.0,1,10,-0.2,-28,10,0.9,0.1,-10
CCCCCCCN1C2=NCCCN2c2ccccc21,1,1,0.3,70*,6,0.1,-11,-1,0.9,0.9,9
Cc1ccc(NC2=C(Cl)C(=O)OC2OC(=O)c2ccccc2C)cc1 (stereo not drawn),1,1,-0.6,31,11,-0.2,-12,-3,0.9,13*,-15
COc1ccc(-c2c(C)n([O-])c3c([n+]2=O)CCCCC3)cc1,1,1,-0.5,-3,6,0.2,-20,1,0.9,-0.4,-1
O=C(N/N=C/c1sc(N2CCCCC2)nc1-c1cccs1)C1CC1,0.9,1.1,-0.5,69*,7,-0.3,2,8,0.9,-0.7,4
COc1ccc(N/C(=C(/C(Cl)=C(Cl)Cl)[N+](=O)[O-])n2nnc3ccccc32)cc1,1.8,1.5,0.0,-7,29,-0.4,.,-5,0.7,0.2,-1
CCOc1cc(NC(=O)c2cccs2)c(OCC)cc1NC(=O)c1ccccn1,.,.,0.2,-1,.,-0.1,-19,3,.,3.2,4
Cc1cccc(-c2cc(N)n(-c3ccccc3)n2)c1,0.9,1,0.0,21,10,-0.1,-16,-5,0.9,-0.4,-1
Cc1cccc(OC(=O)C2C(c3ccccc3)C(C(=O)O)C2c2ccccc2)c1 (stereo not drawn),1,0.9,0.2,-10,6,-0.4,.,6,0.9,2.0,-13
O=C(NCc1cccs1)C1CC1,0.6,0.9,-0.5,-6,12,-0.2,10,7,0.9,2.2,-21
Cc1ccc(C)c(NC(=S)Nc2cccnc2)c1,0.9,1.1,-0.2,9,-1,0.0,-15,5,1,-1.2,-8
CCOCc1[nH]c(=S)[nH]c(=O)c1Cc1ccc(OCC)cc1,.,.,0.4,-6,.,-0.3,6,15,.,-0.4,-6
CCOC(=O)NC(c1ccc(C(C)C)cc1)C(Cl)(Cl)Cl (stereo not drawn),1,0.9,-0.1,26,18,-0.2,5,0,0.8,2.9,2
COc1ccc(NC(=O)CSc2nnc(-c3cccnc3)o2)cc1,1,1,0.2,1,13,-0.4,.,0,0.9,1.3,13
OCCC1CN(Cc2nc3c(s2)CCCC3)CCN1CCc1ccccc1 (stereo not drawn),0.9,0.9,-0.6,76*,-8,-0.1,7,19,1.1,2.7,-13
CCOc1ccc(-c2nc(S(=O)(=O)c3ccccc3)c(NCc3cccnc3)o2)cc1,1.3,1.1,0.2,83*,20,-0.3,2,5,0.8,-0.6,-1
COc1ccc(C(=O)Nc2ccc(Cl)cc2C(=O)NCc2ccco2)cc1,1.2,1.2,2.9,1,-14,-0.3,.,4,1.1,6.3,-14
COc1cccc(-n2nnnc2SCC(=O)NCCc2ccc(OC)c(OC)c2)c1,1,1,-0.4,6,3,0.1,13,8,1,0.1,-16
C/C(=C\C(=S)Nc1ccccc1)Nc1cccc2ccccc12,0.4,0.5,0.2,17,48,-0.5,-9,18,0.5,1.5,-16
CCOC(=O)C1=C(C)Nc2nc(SCC(=O)OC)nn2C1c1cc(F)cc(F)c1 (stereo not drawn),0.8,0.9,3.5,-4,33,-0.2,-16,-14,0.7,3.1,1
Cc1ccc(C(NC(N)=O)c2ccccc2C)cc1 (stereo not drawn),1.1,1,0.1,-2,-6,0.0,.,13,1.1,0.4,2
COC(=O)c1ccc(Sc2ccccc2NS(=O)(=O)c2ccc(NC(C)=O)cc2)nc1,0.9,0.9,-3.3,-1,7,0.2,.,12,0.9,2.9,5
C(=C\c1nc(-c2cccnc2)no1)/c1ccccc1,.,.,-0.3,1,.,0.0,1,8,.,0.6,3
CC(C)(C)NC(=O)C1CC(=O)OC12CCOC(C)(C)C2 (stereo not drawn),1,1,-0.1,-2,1,-0.2,-4,1,1,0.8,12
CCc1ccc(NC(=O)N2CCN(c3ccc(F)cc3)CC2)cc1,0.9,0.9,-0.9,37,29,-0.2,-5,10,0.7,3.0,-10
Cn1ccnc1C(O)(c1nnc(-c2ccccc2)o1)C(F)(F)F (stereo not drawn),1,1,-1.5,-6,6,0.1,-18,-4,0.9,0.1,-1
CCCc1cc(=O)[nH]c(SCCOc2ccc(Cl)cc2)n1,1,1,-1.2,-4,12,0.1,16,-2,0.9,2.0,15

# Next section
SMILES,PMI act satM6P,PMI act,Redox H2O2 prof,Lmaj promast,Diaph inh CS,Hsp70 activator,S1P3 antagonist,G6PDH counter,Diaphorase act,RAM inhibit,TLR4-MyD88 BLA
O=C(Nc1ccccc1)N1CCSc2cc(Cl)ccc21,0.7,1,1.2,-1,12,0.1,.,4,0.9,3.8,-5
COC(=O)c1ccc(C)c(NC(=S)NCc2ccc(Cl)cc2)c1,1.1,0.9,0.2,2,-2,-0.3,-6,-6,1,3.9,-9
Cc1cc(C)c([N+](=O)[O-])cc1NCC(=O)N1CCN(c2ccccc2)CC1,1.1,1.2,-2.3,-1,-11,-0.1,7,-1,1.1,4.8,-2
CC(C)(C)NC(=O)C(c1ccncc1)N(Cc1ccco1)C(=O)c1ccc(-c2ccccc2)[nH]1 (stereo not drawn),1.3,1.4,-0.2,74*,2,0.3,0,3,1,0.6,-8
CCc1nnc(NC(=O)c2ccc(S(=O)(=O)N(C)c3ccccc3)cc2)o1,1.2,1.3,-0.4,83*,8,0.1,-7,3,0.9,5.4,-18
O=C(O)C1OC(Oc2c(-c3ccc(O)c(O)c3)oc3cc(O)cc(O)c3c2=O)C(O)C(O)C1O (stereo not drawn),1,0.8,0.0,7,55*,-0.1,1,36,0.5,1.1,5
COC(=O)c1ccc(C(NC(=O)OCc2ccccc2)/C(F)=C/[C@@H](C)C(=O)NCc2ccc(OC)c(OC)c2)cc1 (stereo partly drawn),1,1,0.2,1,13,-0.5,-3,11,0.9,0.1,9
COc1ccc(CC(=O)O/N=C(\N)c2cccc([N+](=O)[O-])c2)cc1,0.8,0.8,1.9,-5,22,-0.4,-15,-4,0.8,8.3,-6
